# ADAM17 inh – inhibitors of human ADAM17. P78536. recombinant ADAM17, EDANS/DABCYL FRET peptide cleavage. inhibition, % at 6.95 µM. 370,000 tested, 0.83% active. AID 720648;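 active = inhibition above the mean of compounds lying between control limits plus 3 SD, set per campaign, cut at about 8.5% in these data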;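 also: 0% = DMSO-only wells as the low control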
# ASAP1 inh – ASAP1 ArfGAP inhibition | Q9ULH1 | ASAP1-stimulated ARF1 GTP hydrolysis, GDP FP detection | inhibition, % at 16.5 µM | 360,000 tested, 0.19% active | AID 624377; in the data active = inhibition above about 25%;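 also: 0% = vehicle with enzyme and substrate and 100% = no enzyme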
# KLK7 zymogen act – proKLK7 (human) activation, primary screen. P49862. purified proKLK7, EDANS-DABCYL substrate fluorescence; 100% is mature enzyme control, 0% vehicle. activation, % at 7 µM. 370,000 tested, 0.9% active. AID 652039;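 active = activation above the mean of all tested compounds plus 3 SD, computed per campaign excluding outliers beyond control limits, cut at about 13% in these data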
# Tn6 DDE FP – inhibitors of Tn6 peptide binding to human fibrin DD(E); P02675; Fibrin DD(E) TRITC-Tn6 fluorescence polarization displacement; inhibition, % at 8.3 µM; 370,000 tested, 0.21% active; AID 720509;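 active = inhibition above a per-campaign cutoff: mean of compounds within control limits plus 3 SD, cut at about 15% in these data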;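 also: 0% = median of all compound wells on the plate and 100% = blocking peptide control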
# DDE Tn7 FP inh – DD(E)-Tn7 binding inhibition, primary FP screen. AID 720508. inhibition, % at 8.3 µM. FP displacement of FITC-Tn7 peptide from fibrin DD(E); 0% = median of compound wells per plate. 370,000 tested, 0.13% active;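 active = inhibition above the mean of compounds falling within the control limits plus 3 SD of them, cut at about 14% in these data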;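 also: 0% = plate median of compound wells and 100% = 10 µM Aha-Tn7 peptide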
#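 Also added: labelled Tn7 tracer, 0.1 µM; Assay system: human fibrin DD(E) protein; Amount: 2 µM fibrin DD(E); Schedule: 10 min compound pre-incubation, 3 h probe incubation at room temperature; Repeats: one replicate per compound; Read-out basis: percent inhibition; Measured by: fluorescence polarization of the labelled Tn7 tracer.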
# MBD2 DNA inh – inhibitors of human MBD2 binding to methylated oligonucleotide. Q9UBB5. TR-FRET. inhibition, % at 4.4 µM. 370,000 tested, 0.31% active. AID 686964; in the data active = inhibition above about 13%
# PLC-gamma1 inh – blocks human PLC-gamma1 enzyme activity; purified PLC-gamma1, fluorogenic substrate, fluorescence; inhibition, % at 12.2 µM; 370,000 tested, 0.84% active; in the data active = inhibition above about 9.5%
# PLC-beta3 inh – blocks human PLC-beta3 enzyme activity. 370,000 tested, 0.18% active. Purified PLC-beta3, fluorogenic substrate, fluorescence. Q01970. inhibition, % at 12.2 µM; in the data active = inhibition above about 11%;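 also: 0% = median of compound wells on plate and 100% = full blocker control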
# Target sequence (Q01970 whole entry, looked up): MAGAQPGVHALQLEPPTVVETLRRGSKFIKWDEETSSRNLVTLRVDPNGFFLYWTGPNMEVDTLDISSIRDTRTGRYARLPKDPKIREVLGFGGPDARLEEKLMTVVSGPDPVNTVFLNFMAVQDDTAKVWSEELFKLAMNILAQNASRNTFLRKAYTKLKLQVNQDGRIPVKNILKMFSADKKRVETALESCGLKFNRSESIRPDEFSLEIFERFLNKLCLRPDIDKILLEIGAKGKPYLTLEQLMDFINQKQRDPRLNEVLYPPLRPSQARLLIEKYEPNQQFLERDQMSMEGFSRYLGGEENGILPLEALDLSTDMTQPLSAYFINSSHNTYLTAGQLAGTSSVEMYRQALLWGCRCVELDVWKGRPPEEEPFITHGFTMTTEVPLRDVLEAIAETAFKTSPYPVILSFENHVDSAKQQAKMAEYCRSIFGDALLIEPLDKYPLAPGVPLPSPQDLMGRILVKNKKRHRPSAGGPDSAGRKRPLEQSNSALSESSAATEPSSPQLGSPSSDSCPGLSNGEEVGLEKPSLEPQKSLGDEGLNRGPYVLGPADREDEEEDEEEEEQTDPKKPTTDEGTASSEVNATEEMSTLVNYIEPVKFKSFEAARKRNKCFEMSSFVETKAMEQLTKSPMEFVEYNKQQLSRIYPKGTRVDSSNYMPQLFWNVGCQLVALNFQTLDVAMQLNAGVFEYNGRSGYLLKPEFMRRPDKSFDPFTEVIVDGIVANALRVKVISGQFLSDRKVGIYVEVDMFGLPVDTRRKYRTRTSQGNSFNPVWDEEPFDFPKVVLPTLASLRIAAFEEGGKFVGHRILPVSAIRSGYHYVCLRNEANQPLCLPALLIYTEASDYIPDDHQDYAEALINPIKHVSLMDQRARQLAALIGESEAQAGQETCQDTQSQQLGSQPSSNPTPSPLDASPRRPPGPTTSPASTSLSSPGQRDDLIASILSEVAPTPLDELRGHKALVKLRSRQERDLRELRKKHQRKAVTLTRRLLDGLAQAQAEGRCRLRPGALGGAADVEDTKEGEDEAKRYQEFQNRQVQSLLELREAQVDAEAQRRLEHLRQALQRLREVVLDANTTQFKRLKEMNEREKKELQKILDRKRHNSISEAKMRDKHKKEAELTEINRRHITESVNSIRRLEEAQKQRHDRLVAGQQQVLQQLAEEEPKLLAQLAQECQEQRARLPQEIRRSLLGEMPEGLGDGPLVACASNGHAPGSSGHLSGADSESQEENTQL
# UHRF1 binding – human UHRF1 methylated DNA binding inhibitors; Q96T88; UHRF1 binding to methylated oligo, TR-FRET; inhibition, % at 4.4 µM; 370,000 tested, 0.75% active; in the data active = inhibition above about 21%;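 also: UHRF1 SRA domain binding a hemimethylated CpG hairpin DNA probe; 0% = median of test compound wells and 100% = reference inhibitor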
# ARFGAP1 inh – inhibits rat ARF GTPase activating protein 1; Arfgap1-stimulated ARF1 GTP hydrolysis, GDP FP detection; Q62848; 360,000 tested, 0.26% active; AID 651572; inhibition, % at 16.5 µM;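 active = inhibition above a per-plate limit, mean inhibition of low control wells plus 3 SD, cut at about 25% in these data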;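 also: 0% = DMSO wells with enzyme and 100% = wells lacking Arfgap1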
#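 Assay system: purified rat His6-Arfgap1 residues 1-136 (GAP domain); Reagent: human Δ17 ARF1 bound to GTP; Dosing: 16.5 µM single point, 1.26% DMSO; Times: GTP hydrolysis reaction 2 h at 25 °C; Signal: FP, GDP Alexa 633 tracer displaced from anti-GDP antibody, 620/688 nm; Measure: % inhibition from polarization.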
# The depositor's hits bear a star; x = no result given.
1: OC(c1ccc(Cl)c(F)c1)c1ncc(-c2ccc(Cl)cc2)[nH]1 (stereo not given)
2: CC(CCN1CCC(C(O)(c2ccccc2)c2ccccc2)CC1)Oc1ccccc1C#N (stereo not given)
3: CCOc1ccc(NC(=O)CN(C)C(=O)Cc2n[nH]c(=O)c3ccccc23)cc1OCC
4: O=c1cc(N2CCN(c3ccccc3F)CC2)[nH]c(=O)n1-c1ccc(Br)cc1
5: O=C(CCNS(=O)(=O)c1ccccc1C(F)(F)F)NNC(=O)c1csc(N2CCOCC2)n1
6: COc1ccc(C(=O)Cn2nnc(-c3ccccc3NC(=O)c3ccco3)n2)cc1
7: CCN1C(=O)[C@H]2[C@@H](c3ccc(C)cc3)N3C(=O)N(c4ccc(OC)cc4)C(=O)[C@@]3(C)[C@H]2C1=O
8: O=C(NCCN1CCC(Cc2ccccc2)CC1)C1CCCN(S(=O)(=O)c2ccc(Cl)s2)C1 (stereo not given)
9: CSc1nc2c(c(=O)[nH]1)C(c1ccc(F)cc1)CC(=O)N2 (stereo not given)
10: O=C(c1ccc(Cl)cc1)N1CCN(c2ccc(N3CCOCC3)nn2)CC1
assay / entry	1	2	3	4	5	6	7	8	9	10
MBD2 DNA inh	-3	-6	7	5	4	2	-4	0	0	-2
ASAP1 inh	11	x	12	6	7	-5	-10	x	-10	-6
UHRF1 binding	-1	0	1	2	-2	3	-2	2	-1	-1
ADAM17 inh	7	3	0	-2	-5	-7	-3	-1	-2	-136
PLC-gamma1 inh	2	3	-3	1	-4	-1	1	8	2	-263
KLK7 zymogen act	-0.6	-0.1	0.1	0.1	0.1	-1.8	0.1	-0.2	0.4	9.6
PLC-beta3 inh	1	4	1	4	-3	-2	2	5	1	-334
ARFGAP1 inh	9	x	0	-6	-1	-1	-5	x	0	-9
DDE Tn7 FP inh	6	-11	-4	3	5	2	16*	0	7	2
Tn6 DDE FP	4	-7	-6	3	0	2	1	-2	2	10

11: CCCn1c(=O)c(C(=O)Nc2cccc(C)n2)c(O)c2ccccc21
12: CC(=O)Nc1ccc(NC(=O)COc2ncnc3ccccc23)cc1
13: O=C(CN1C(=O)CCC1=O)NC(=O)NC1CCCC1
14: COc1ccccc1Oc1ccc(N/C=C/C(=O)c2ccc(C)o2)cc1
15: CCC(CO)Nc1ccc(-c2nn(C)c(=O)c3ccccc23)cc1[N+](=O)[O-] (stereo not given)
16: N#Cc1ccc(OCC(=O)NCC2COc3ccccc3O2)cc1 (stereo not given)
17: CN1CCN(S(=O)(=O)c2ccc3c(c2)oc(=O)n3C)CC1
18: CSCC[C@H](NC(=O)OC(C)(C)C)C(=O)N/N=C/c1ccc2nccnc2c1
19: Cc1cc(C(=O)OCC(=O)Nc2cccnc2Cl)c2ccccc2n1
20: CC(=O)N1CCc2ccc(S(=O)(=O)N3CC(C)OC(C)C3)cc21 (stereo not given)
assay / entry	11	12	13	14	15	16	17	18	19	20
MBD2 DNA inh	-6	-6	4	-2	-2	8	-6	-2	3	-1
ASAP1 inh	13	6	17	4	-2	10	11	2	-5	-14
UHRF1 binding	-3	-1	0	-1	-5	2	0	1	-3	-1
ADAM17 inh	0	-3	-6	-1	1	-8	3	-5	-11	1
PLC-gamma1 inh	3	0	0	-223	0	-13	3	-6	-6	-3
KLK7 zymogen act	-0.2	-0.1	0.1	-1.9	0.7	0.2	0.8	0.3	-2.4	0.4
PLC-beta3 inh	0	-1	-3	-218	1	-10	-4	-16	-14	-1
ARFGAP1 inh	2	-1	-2	3	-6	-5	13	-10	-3	4
DDE Tn7 FP inh	-2	-1	-1	-9	3	3	5	3	-5	12
Tn6 DDE FP	4	2	4	3	-1	-5	-7	3	-9	4

21: COc1ccc(CCNc2ccc(N3C(=O)CC(C)C3=O)cc2[N+](=O)[O-])cc1 (stereo not given)
22: O=C(Cn1nnc(-c2ccccc2NC(=O)c2ccccc2F)n1)NC1CCCC1
23: C#CCCCN([C@H](C(=O)OC)C(C)C)S(=O)(=O)c1ccccc1Br
24: Cc1csc(C(=O)O)c1NC(=O)c1ccc(F)cc1
25: Cc1ccc(C(=O)NCC(=O)OCC(=O)NC2CCCC(C)C2C)s1 (stereo not given)
26: O=C(c1ccc(F)cc1)C1CCN(S(=O)(=O)c2ccccc2)CC1
27: C=CCN1c2ccccc2C(=O)CS1(=O)=O
28: FC(F)Oc1ccc(NC(=S)Nn2cnnc2)cc1
29: COCCNC(=O)CN(Cc1cccs1)C(=O)CCC(=O)Nc1nccs1
30: Cc1cccc(NC(=O)CCNC(=O)c2ccco2)c1
assay / entry	21	22	23	24	25	26	27	28	29	30
MBD2 DNA inh	-4	2	-2	-2	1	-4	-3	-5	1	3
ASAP1 inh	1	5	x	0	12	-12	-1	4	8	10
UHRF1 binding	-2	-1	2	1	-2	2	-1	-1	8	8
ADAM17 inh	-4	0	8	-3	-6	-4	-1	-1	-3	5
PLC-gamma1 inh	2	-1	2	4	-2	-2	-7	-2	7	0
KLK7 zymogen act	0.5	0.0	0.9	0.5	-0.2	-0.4	1.3	0.2	0.0	0.2
PLC-beta3 inh	-10	-1	4	-8	-11	-9	-8	2	-2	4
ARFGAP1 inh	9	3	x	17	2	7	1	12	12	-7
DDE Tn7 FP inh	0	4	-8	2	1	4	0	0	3	-2
Tn6 DDE FP	-5	3	-4	-5	-8	-4	0	-1	-5	7

# Given tab-delimited: entries from further up.
item	canonical_smiles	MBD2 DNA inh	ASAP1 inh	UHRF1 binding	ADAM17 inh	PLC-gamma1 inh	KLK7 zymogen act	PLC-beta3 inh	ARFGAP1 inh	DDE Tn7 FP inh	Tn6 DDE FP
19	Cc1cc(C(=O)OCC(=O)Nc2cccnc2Cl)c2ccccc2n1	3	-5	-3	-11	-6	-2.4	-14	-3	-5	-9
20	CC(=O)N1CCc2ccc(S(=O)(=O)N3CC(C)OC(C)C3)cc21 (stereo not given)	-1	-14	-1	1	-3	0.4	-1	4	12	4
21	COc1ccc(CCNc2ccc(N3C(=O)CC(C)C3=O)cc2[N+](=O)[O-])cc1 (stereo not given)	-4	1	-2	-4	2	0.5	-10	9	0	-5
22	O=C(Cn1nnc(-c2ccccc2NC(=O)c2ccccc2F)n1)NC1CCCC1	2	5	-1	0	-1	0.0	-1	3	4	3
23	C#CCCCN([C@H](C(=O)OC)C(C)C)S(=O)(=O)c1ccccc1Br	-2	x	2	8	2	0.9	4	x	-8	-4
24	Cc1csc(C(=O)O)c1NC(=O)c1ccc(F)cc1	-2	0	1	-3	4	0.5	-8	17	2	-5
25	Cc1ccc(C(=O)NCC(=O)OCC(=O)NC2CCCC(C)C2C)s1 (stereo not given)	1	12	-2	-6	-2	-0.2	-11	2	1	-8
26	O=C(c1ccc(F)cc1)C1CCN(S(=O)(=O)c2ccccc2)CC1	-4	-12	2	-4	-2	-0.4	-9	7	4	-4
27	C=CCN1c2ccccc2C(=O)CS1(=O)=O	-3	-1	-1	-1	-7	1.3	-8	1	0	0

# The list goes on:
31: COC1OC2COC(c3ccccc3)OC2C2OC(c3ccccc3)OC12 (stereo not given)
32: O=S1(=O)C[C@@H](O)[C@@H](Nc2ccc(Cl)cc2)C1
33: CNC(=O)NC(=O)CSc1ncc(C(F)(F)F)cc1Cl
34: CSc1ncc(C(=O)Nc2ccc(C(C)=O)cc2)c(-c2ccccc2)n1
35: CCOC(=O)CN1CC23C=CC(O2)C(C(=O)Nc2ccc(OCC)cc2)C3C1=O (stereo not given)
36: COC(=O)C[C@@H]1CC[C@H](NC(=O)CC2CC2)[C@@H](CO)O1
37: CCO[C@@H]1OC(C(=O)N2CCN(C)CC2)=C[C@H](c2csc3ccccc23)[C@H]1CCCO
38: O=C(CCSc1ccc(Cl)cc1)c1ccco1
39: COc1ccc(CCNC(=O)c2c(C)nc3ccccn23)cc1OC
40: COc1ccc(Nc2cc(C(=O)NCCCOC(C)C)c3ccccc3n2)c(OC)c1
assay / entry	31	32	33	34	35	36	37	38	39	40
MBD2 DNA inh	-4	-4	-3	-1	6	3	2	-2	-1	-4
ASAP1 inh	7	-6	14	7	6	-1	-3	-1	15	-9
UHRF1 binding	-1	0	-2	1	2	0	0	4	-3	1
ADAM17 inh	0	1	-2	-4	-2	-4	-5	1	-1	2
PLC-gamma1 inh	2	3	-1	1	3	0	-8	1	-1	0
KLK7 zymogen act	-0.1	-0.3	-0.1	0.7	-0.1	0.8	0.2	-0.1	0.0	0.8
PLC-beta3 inh	4	4	2	-8	1	0	4	-1	-7	-7
ARFGAP1 inh	11	1	-8	-10	0	-3	-4	3	-5	-9
DDE Tn7 FP inh	-3	-9	-2	-1	3	-6	5	2	-1	-1
Tn6 DDE FP	2	-3	-5	0	-12	-3	5	15	-2	3

41: O=C1C=C(O)CC(c2ccco2)C1 (stereo not given)
42: Cc1ccc2nc(NC(=O)CCn3cccc3)sc2c1
43: COCCCn1c(=O)/c(=C\c2ccc(OC(F)F)c(OC)c2)s/c1=C(/C#N)C(N)=O
44: CC(CN1CCOCC1)OC(=O)COc1ccc(F)cc1 (stereo not given)
45: CC1=NN(Cc2ccccc2)C(=O)C1
46: COc1ccc(NC(=O)C2CCC(C)(C(=O)O)C2(C)C)cc1 (stereo not given)
47: CC(=O)c1ccc(S(=O)(=O)N(C)CCCC(=O)NCc2ccc3c(c2)OCO3)cc1
48: COc1ccc(C(C)=O)cc1COc1nc(C)nc2ccccc12
49: Cc1ccc(C(=O)Nc2cc(Cl)ccc2OC(=O)c2ccc(C)cc2)cc1
50: O=C1Cc2ccccc2Sc2ccccc21
assay / entry	41	42	43	44	45	46	47	48	49	50
MBD2 DNA inh	1	-1	-6	-3	-8	2	7	-3	-2	1
ASAP1 inh	-7	3	-5	2	14	-5	10	7	7	-7
UHRF1 binding	36*	-2	1	5	1	4	2	-4	2	0
ADAM17 inh	2	2	0	-2	2	0	-14	-3	2	-2
PLC-gamma1 inh	2	4	1	2	13*	3	3	-3	3	-28
KLK7 zymogen act	0.4	-0.4	-5.0	-0.2	-0.6	-0.2	-0.2	-0.6	0.0	-7.1
PLC-beta3 inh	-3	2	-6	4	7	3	-16	-11	2	-41
ARFGAP1 inh	-4	-2	14	5	3	-5	6	2	12	-11
DDE Tn7 FP inh	3	-1	-2	0	0	1	8	0	-5	3
Tn6 DDE FP	-14	8	-7	-12	3	1	-7	6	0	1

51: N#CC1(C(N)=O)OC12CCS(=O)(=O)c1ccccc12 (stereo not given)
52: O=C(CSc1nnc(COc2ccccc2)n1-c1ccc(Cl)cc1)Nc1ccc2c(c1)OCO2
53: COc1ccc(C2Nc3ccccc3C(=O)N2Cc2ccco2)cc1COc1ccc([N+](=O)[O-])cc1 (stereo not given)
54: COc1ccc(C2(CNC(=O)Cc3ccc(OC)c(OC)c3)CCOCC2)cc1
assay / entry	51	52	53	54
MBD2 DNA inh	2	3	1	0
ASAP1 inh	-12	x	6	-5
UHRF1 binding	1	1	1	0
ADAM17 inh	2	1	-4	0
PLC-gamma1 inh	-1	2	-4	4
KLK7 zymogen act	0.2	0.4	-0.1	0.5
PLC-beta3 inh	5	3	-6	7
ARFGAP1 inh	-10	x	9	-7
DDE Tn7 FP inh	3	0	3	-10
Tn6 DDE FP	3	-5	10	0

# Source: PubChem
